Casp6 inh: inhibitors of human caspase-6 | actives 0.53% (n = 350,000) | purified caspase-6, Z-VEID-R110 cleavage fluorescence | AID 686996 | inhibition, % at 12.5 µM;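 active means mean inhibition across replicates at least about 35%, with every replicate also reaching that limit, limit read from the data; inconclusive means only one of the two criteria met; inactive means neither criterion met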;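 further: 0% = median of neutral control wells and 100% = no fluorescence left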
Target sequence (P55212 24-179 limits assumed): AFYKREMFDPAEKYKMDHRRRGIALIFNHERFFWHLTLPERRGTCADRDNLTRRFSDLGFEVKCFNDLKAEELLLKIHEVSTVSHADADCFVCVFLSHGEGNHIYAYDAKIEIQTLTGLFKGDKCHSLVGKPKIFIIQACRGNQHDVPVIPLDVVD
Target sequence (P55212 194-293 limits assumed): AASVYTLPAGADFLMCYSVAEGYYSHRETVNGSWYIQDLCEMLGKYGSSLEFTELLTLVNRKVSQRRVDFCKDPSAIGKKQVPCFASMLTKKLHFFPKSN
SIRT5 inh: blocks human SIRT5 desuccinylation of peptide; AID 652115; Purified SirT5, succinyl-peptide AMC, trypsin-coupled fluorescence; actives 1.1% (n = 330,000); Q9NXA8; inhibition, % at 15 µM; in the data active means inhibition above about 15%; inconclusive means no clear call, values can overlap the other calls
Target sequence (Q9NXA8 whole entry, looked up): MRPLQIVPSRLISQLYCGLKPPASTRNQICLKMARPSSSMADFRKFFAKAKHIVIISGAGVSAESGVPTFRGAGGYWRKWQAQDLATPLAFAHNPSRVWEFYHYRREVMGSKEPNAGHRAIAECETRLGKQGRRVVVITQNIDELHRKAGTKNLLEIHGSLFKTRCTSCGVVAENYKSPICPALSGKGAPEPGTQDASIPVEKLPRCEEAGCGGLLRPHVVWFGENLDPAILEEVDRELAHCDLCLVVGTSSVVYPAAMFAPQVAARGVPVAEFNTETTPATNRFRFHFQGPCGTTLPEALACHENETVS
miR122 inh: blocks miR-122 activity in Huh7 sensor cells; AID 602342; actives 0.3% (n = 340,000); Huh7 miR-122 Renilla luciferase sensor, 48 h; neutral wells = 0, positive control = 100; activation (reporter increase), % at 12.5 µM;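 active means mean replicate activation score at least 90 and every replicate individually at or above 90; inconclusive means only one of the two criteria met; inactive means neither criterion met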;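 further: higher luciferase means less miR-122 activity so hits act as miR-122 inhibitors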
DENV2 CPE: inhibitors of DENV2 cytopathic effect; DENV2-infected cells, cytopathic effect rescue, plate reader; CPE inhibition, % at 9.99 µM; actives 1.7% (n = 350,000); AID 651640; in the data active means CPE inhibition above about 20%, passing the limit was not always enough; inconclusive means no clear call, values can overlap the other calls; tested in BHK-21 cells;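 further: 0% = median of neutral control wells and 100% = median of positive control wells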
CFTR F508del cor: CFTR F508del correction in bronchial cells | CFBE cells, YFP halide quenching; stimulated with forskolin plus potentiator P3; % fluorescence drop versus neutral controls | activity (quench increase), % at 7.58 µM | actives 0.36% (n = 350,000) | AID 720511;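 active means mean added fluorescence quench of at least 8% versus neutral control, with both replicates also reaching 8%; inconclusive means only one of the mean or replicate conditions met; inactive means mean below 8% and not both replicates reaching 8%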;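 further: cells transiently co-express mutant CFTR-F508del with the halide-sensitive YFP; corrector assay measuring rescue of mutant channel to the surface after 24 h compound exposure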
ERp5 inh: inhibitors of human ERp5; inhibition, % at 9.99 µM; ERp5 insulin aggregation, absorbance 650 nm, 90 min; AID 651711; actives 0.05% (n = 350,000);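 active means mean replicate inhibition above about 25%, with every replicate also reaching it, limit read from the data, passing the limit was not always enough; inconclusive means only one of those two criteria met; inactive means neither criterion met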
Target sequence (Q15084 whole entry, looked up): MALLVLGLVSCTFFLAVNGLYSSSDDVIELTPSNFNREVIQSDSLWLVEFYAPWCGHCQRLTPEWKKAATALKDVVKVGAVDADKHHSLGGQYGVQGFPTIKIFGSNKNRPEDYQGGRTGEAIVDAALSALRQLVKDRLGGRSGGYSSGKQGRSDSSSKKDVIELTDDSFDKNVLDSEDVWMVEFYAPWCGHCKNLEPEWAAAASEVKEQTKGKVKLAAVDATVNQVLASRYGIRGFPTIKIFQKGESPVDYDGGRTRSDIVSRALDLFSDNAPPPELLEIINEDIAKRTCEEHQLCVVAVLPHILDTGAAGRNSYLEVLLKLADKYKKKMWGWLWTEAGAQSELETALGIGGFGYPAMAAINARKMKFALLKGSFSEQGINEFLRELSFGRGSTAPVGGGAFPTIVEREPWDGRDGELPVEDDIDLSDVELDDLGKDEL
ERAP1 inh: ERAP1 (human) enzyme inhibition. recombinant ERAP1, Leu-AMC fluorescence, 60 min. AID 652197. actives 0.15% (n = 340,000). inhibition, % at 10.7 µM;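 active means mean replicate inhibition of at least 30%, or all replicates individually reaching that 30% level; inactive means mean below 30% and not every replicate reaching it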;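 further: 0% = neutral control wells and 100% = L-leucinethiol positive control wells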
Active calls of the source: *; ? = inconclusive; . = no result given; [ ] = remark or other dose. This is a random part of the collection; about 4% have a hit in one of these screens.

Casp6 inh | SIRT5 inh | miR122 inh | DENV2 CPE | CFTR F508del cor | ERp5 inh | ERAP1 inh | smiles
-1 | . | . | 9 | -4.2 | 3 | 0 | C[C@@H]1CN([C@@H](C)CO)C(=O)c2cc(NC(=O)NC3CCCCC3)ccc2O[C@@H]1CN(C)Cc1ccc(C(=O)Nc2ccccc2N)cc1
5 | 2 | -2[16.7 µM] | ? | 2.1 | 0 | 1 | O=C(c1cnccn1)N1CC[C@@H]2[C@H](CO)Nc3ccc(-c4cccc(F)c4)cc3[C@@H]21
0 | -3 | . | 6 | -2.1 | 0 | 14 | COc1cc2ncnc(NCCc3ccccc3)c2cc1OC
0 | -1 | 5 | 20 | 0.0 | 1 | 3 | Cc1cc(OCC(=O)Nc2ccc(Br)cc2)cc2c1C(=O)CC(C)(C)O2
1 | . | -6 | -1 | -0.2 | 3 | 1 | O=C(/C=C/c1c(F)cccc1Cl)N1CCc2ccccc2C1
5 | 2 | -5[16.7 µM] | ? | -1.0 | -1 | 1 | CC(=O)N1CCCCN2[C@H](CO)[C@@H](c3ccc(-c4ccncc4)cc3)[C@@H]2C1
0 | 0 | 0 | 3 | -1.8 | 2 | 2 | COc1ccc(OCCNC(=O)c2ccccc2Cl)cc1
2 | -5 | . | -6 | . | 3 | -2 | Cc1cccc(N=C2NC(=O)/C(=C\c3cccs3)S2)c1
-1 | . | -6 | -4 | -1.4 | 3 | 6 | COc1cc(-c2cc(NC=O)c3ncc(-c4ccc(C(C)=O)cc4)n3c2)ccc1O
0 | -2 | -2 | 0 | 1.9 | 4 | 0 | CNC(=O)Cn1nc(-c2ccc(C)cc2)c2ccccc2c1=O
1 | 1 | -15[16.7 µM] | -4 | -0.6 | -1 | 1 | CCC(=O)N[C@@H]1CC[C@H](CC(=O)NCCN2CCCCC2)O[C@H]1CO
-4 | -1 | . | . | -1.9 | -5 | 1 | CCOC(=O)CSc1nc(Cc2ccccc2)nc2ccccc12
1 | -2 | . | 6 | 1.4 | -1 | -11 | CCCN1[C@H](C(=O)N(C)C)[C@@H](CO)[C@@H]2Cn3c(ccc(-c4ccccc4)c3=O)[C@@H]21
-4 | 0 | -4[16.7 µM] | 4 | 0.0 | -3 | -4 | O=C(N[C@@H]1CC[C@@H](CC(=O)N2CCN(c3ccccc3)CC2)O[C@H]1CO)c1ccccc1
-4 | . | -5 | 5 | -1.9 | -1 | 4 | O=C1N(c2ccccc2C(F)(F)F)O[C@@]1(c1ccccc1)C1CCCCC1
2 | -5 | . | -4 | 2.3 | 6 | 2 | O=C(NCCC1=CCCCC1)c1cccc(S(=O)(=O)N2CCCCC2)c1
-4 | -8 | 2 | 0 | 0.6 | 0 | 4 | O=C(CCCn1ncn2c(cc3occc32)c1=O)NCc1ccccc1F
0 | 7 | -7[16.7 µM] | -24 | 3.7 | 4 | 2 | COc1cccc(-c2ccc3c(c2)[C@H]2[C@H](CCN2S(=O)(=O)c2cccc(OC)c2)[C@H](CO)N3)c1
-2 | -1 | . | 13 | -4.6 | -10 | 0 | C=C[C@@H](C)[C@@H](OC(=O)Nc1ccc(OC)cc1)c1ccc(OCCO)cc1
-3 | -3 | . | . | 1.3 | -2 | -4 | CCOC(=O)c1ccc2ncc(-c3ccccc3)nc2c1
8 | -1 | . | 8 | 2.3 | 1 | 10 | Cc1cc2oc(=O)sc2cc1NS(=O)(=O)c1ccccc1
1 | -4 | 1 | -1 | -1.8 | -1 | -1 | COc1ccc(S(=O)(=O)N2CCN(Cc3ccc4c(c3)OCO4)CC2)cc1
-1 | . | . | -2 | -0.7 | 1 | -2 | Cc1ccccc1NC(=O)c1ccc(NC(=O)C2CC(=O)OC23CCCCC3)cc1 (configuration not stated)
1 | 1 | . | 1 | 1.2 | 9 | 1 | CC1CC(C)CN(S(=O)(=O)c2ccc(C(C)(C)C)cc2)C1 (configuration not stated)
-1 | 13 | 50[16.7 µM] | -1 | 0.7 | -2 | -4 | O=C(C1CCCC1)N1[C@H](CO)[C@H]2c3ccccc3N(S(=O)(=O)c3ccc(F)cc3)C[C@H]21
-3 | 5 | -6 | . | -1.0 | 1 | -1 | CCOc1ccc(/C=N/NC(=O)c2csc(C)c2C)c(OCC)c1
-2 | 10 | -1 | ? | -3.0 | 4 | -6 | COc1ccc(OC)c(NC(=O)c2ccc(N3C(=O)C4CC=C(C)CC4C3=O)cc2)c1 (configuration not stated)
3 | -15 | . | -3 | 5.1 | 1 | -3 | CCOC(=O)c1ccc(NC(=O)Nc2ccon2)cc1
0 | 2 | -1 | 1 | 1.8 | 4 | 1 | CCn1c(=O)n(CC)c2cc(N3CCCC3)c(NC(=O)c3cccc(OC)c3)cc21
-1 | 6 | 25[16.7 µM] | 1 | -1.2 | -1 | -1 | COC(=O)C[C@H]1CC[C@H]2[C@H](COc3ccc(NC(=O)c4ccc(OC)cc4)cc3C(=O)N2C)O1
1 | . | 3 | 6 | -1.0 | -2 | . | Cc1c(C(=O)OC2CCCC2C)[nH]c2c1C(=O)CCC2 (configuration not stated)
. | . | 17[16.7 µM] | 2 | 1.9 | . | . | COC(=O)C[C@@H]1CC[C@H]2[C@@H](COc3ccc(NC(=O)c4ccccc4OC)cc3C(=O)N2C)O1
-70 | 2 | 3 | -9 | -1.8 | 4 | -2 | CCCCN(C)CCCNC(=O)CN1C(=O)COc2ccc(S(=O)(=O)N3CCOCC3)cc21
-2 | 0 | -2 | 0 | 0.2 | -24 | -2 | Cc1ccccc1-n1c(SCC(=O)NCC2CCCO2)nc2c([nH]c3ccccc32)c1=O (configuration not stated)
3 | -10 | 4[16.7 µM] | -8 | 0.7 | 9 | -1 | CCCNC(=O)[C@H]1[C@H](CO)[C@H]2Cn3c(ccc(C4=CCCC4)c3=O)[C@@H]1N2C(C)=O
-1 | 4 | -5[16.7 µM] | 6 | -0.2 | -1 | 0 | CC(C)CC#Cc1cnc2c(c1)C(=O)N([C@H](C)CO)C[C@H](C)[C@@H](CN(C)Cc1ccc3c(c1)OCO3)O2
-1 | -2 | . | . | -7.7 | -9 | -4 | COc1ccccc1NS(=O)(=O)c1cc(NC(=O)c2ccc(NC(C)=O)cc2)ccc1N1CCOCC1
52* | 2 | 5 | -2 | 0.5 | 17 | 0 | Cc1cc(C(=O)NNC(=O)/C=C/c2ccco2)c(C)o1
-1 | -4 | . | ? | 2.0 | 1 | -2 | O=C(NNC(=S)Nc1ccccc1Cl)c1ccccc1Cl
-1 | 1 | 0 | -1 | 0.2 | 2 | -2 | CCOC(=O)c1c(NC(=O)CN2C(=O)CN(C)C2=O)sc(C)c1C
1 | 3 | . | 0 | 1.9 | -3 | 6 | Cc1ccc(-n2c(Cc3ccccc3)n[nH]c2=S)c(C)c1
0 | -4 | -1 | 1 | 2.8 | -5 | -1 | CC(C)(C)OC(=O)CNC(=O)c1[nH]cnc1C(=O)Nc1ccc(Cl)cc1
2 | 2 | . | ? | -2.3 | 2 | -1 | COc1cc(C(=O)OCC(=O)N2CCCCC2C)cc(NC(=O)c2cccs2)c1OC (configuration not stated)
-1 | 2 | -18[16.7 µM] | 0 | -7.8 | 4 | 1 | COc1ccccc1NC(=O)N1CCCCN2[C@H](C1)[C@H](c1ccc(-c3cccc(C)c3)cc1)[C@@H]2CO
2 | 4 | . | 2 | -1.4 | -2 | 4 | O=C(c1ccc(F)cc1)N1CC(=O)N2[C@@H](CO)[C@@H](c3ccc(C#CCC4CCCC4)cc3)[C@@H]2C1
-3 | -5 | -1 | 12 | 2.4 | 1 | -3 | NC12CC3CC(CC(C3)C1)C2
0 | -5 | -2 | -1 | 1.5 | -2 | -1 | O=c1ccc2c([nH]1)CCCCCCCCCC2
-1 | 0 | . | 18 | 1.0 | 2 | 1 | COc1ccc(/C=C/C(=O)NC(=S)Nc2ccc(S(=O)(=O)N=C(N)N)cc2)cc1OC
-4 | 5 | -5 | -4 | 0.8 | 2 | -3 | CCOC(=O)N1CCC(Nc2c(N3CCN(c4cc(Cl)ccc4C)CC3)c(=O)c2=O)CC1
2 | -1 | -3[16.7 µM] | 8 | 0.1 | 3 | 1 | C[C@H](CO)N1C[C@H](C)[C@H](CN(C)Cc2ccccc2)Oc2ccc(NC(=O)Nc3cccc4ccccc34)cc2C1=O
3 | 2 | -3[16.7 µM] | 17 | 0.9 | 10 | 0 | Cc1cc(C(=O)Nc2cccc3c2O[C@H](CN(C)C(=O)Nc2ccccc2)[C@H](C)CN([C@H](C)CO)C3=O)n(C)n1
3 | 0 | -2 | -3 | 1.4 | 2 | 4 | O=C(c1ccccc1F)N(Cc1cccs1)C1CCS(=O)(=O)C1 (configuration not stated)
2 | -3 | -4 | -5 | -0.4 | 4 | 2 | O=c1[nH][nH]c(-c2ccccc2O)c1C(C[N+](=O)[O-])c1ccc(Cl)cc1Cl (configuration not stated)
-1 | 1 | 0 | 3 | -8.7 | 1 | -4 | CCN(CC)CCC#CC1(O)c2ccccc2-c2ccccc21
-9 | -3 | -1 | -1 | -0.6 | -6 | -4 | COc1ccc(C(=O)N(c2ccccn2)C2CCCCC2)c(OC)c1
-2 | -5 | -6[16.7 µM] | 12 | 0.1 | 1 | -1 | CCCC#Cc1cnc2c(c1)C(=O)N([C@@H](C)CO)C[C@@H](C)[C@@H](CN(C)C(=O)Cc1ccncc1)O2
0 | -5 | 2 | -1 | 2.7 | -1 | -2 | Cc1nnsc1C(=O)NC1CCCc2c1cnn2-c1cc(F)cc(F)c1 (configuration not stated)
0 | -2 | -28[16.7 µM] | 0 | -0.5 | 0 | -2 | CNC(=O)C[C@H]1CC[C@@H]2[C@H](COc3ccc(NC(=O)c4cc(F)cc(F)c4)cc3C(=O)N2C)O1
-1 | . | 4 | 1 | 0.9 | -10 | -3 | CCOc1ccccc1C(=O)NCC(=O)NNC(=O)c1csc(N2CCOCC2)n1
2 | 4 | -7[16.7 µM] | . | -1.6 | 3 | 7 | Cc1ccc(S(=O)(=O)N(C)C[C@H]2OCCCC[C@@H](C)Oc3ccc(NS(=O)(=O)c4cn(C)cn4)cc3C(=O)N([C@H](C)CO)C[C@H]2C)cc1

Nothing new here: an excerpt of the list.
Casp6 inh | SIRT5 inh | miR122 inh | DENV2 CPE | CFTR F508del cor | ERp5 inh | ERAP1 inh | smiles
-3 | -5 | -1 | 12 | 2.4 | 1 | -3 | NC12CC3CC(CC(C3)C1)C2
0 | -5 | -2 | -1 | 1.5 | -2 | -1 | O=c1ccc2c([nH]1)CCCCCCCCCC2

Filtered by structure: the compounds so far with an aryl thioether with sulfur outside any ring.
Casp6 inh | SIRT5 inh | miR122 inh | DENV2 CPE | CFTR F508del cor | ERp5 inh | ERAP1 inh | smiles
-4 | -1 | . | . | -1.9 | -5 | 1 | CCOC(=O)CSc1nc(Cc2ccccc2)nc2ccccc12
-2 | 0 | -2 | 0 | 0.2 | -24 | -2 | Cc1ccccc1-n1c(SCC(=O)NCC2CCCO2)nc2c([nH]c3ccccc32)c1=O (configuration not stated)

A few values from the list:
C[C@H](CO)N1C[C@H](C)[C@H](CN(C)Cc2ccccc2)Oc2ccc(NC(=O)Nc3cccc4ccccc34)cc2C1=O – Casp6 inh = 2
CCOc1ccccc1C(=O)NCC(=O)NNC(=O)c1csc(N2CCOCC2)n1 – DENV2 CPE = 1
Cc1ccc(S(=O)(=O)N(C)C[C@H]2OCCCC[C@@H](C)Oc3ccc(NS(=O)(=O)c4cn(C)cn4)cc3C(=O)N([C@H](C)CO)C[C@H]2C)cc1 – ERp5 inh = 3
Cc1nnsc1C(=O)NC1CCCc2c1cnn2-c1cc(F)cc(F)c1 (configuration not stated) – DENV2 CPE = -1

In another format: 3 of the compounds above.
O=C1N(c2ccccc2C(F)(F)F)O[C@@]1(c1ccccc1)C1CCCCC1
  Casp6 inh = -4
  SIRT5 inh = .
  miR122 inh = -5
  DENV2 CPE = 5
  CFTR F508del cor = -1.9
  ERp5 inh = -1
  ERAP1 inh = 4

O=C(NCCC1=CCCCC1)c1cccc(S(=O)(=O)N2CCCCC2)c1
  Casp6 inh = 2
  SIRT5 inh = -5
  miR122 inh = .
  DENV2 CPE = -4
  CFTR F508del cor = 2.3
  ERp5 inh = 6
  ERAP1 inh = 2

O=C(CCCn1ncn2c(cc3occc32)c1=O)NCc1ccccc1F
  Casp6 inh = -4
  SIRT5 inh = -8
  miR122 inh = 2
  DENV2 CPE = 0
  CFTR F508del cor = 0.6
  ERp5 inh = 0
  ERAP1 inh = 4

Source: PubChem
